Screening results: PubChem, The Scripps Research Institute Molecular Screening Center
OXTR ag = human OXTR agonism; P30559; CHO-OTR cells, Fluo-8 calcium fluorescence; normalized: DMSO 0%, oxytocin 100%; activation, % at 3 µM; actives 0.32% (n = 320,000); AID 2435;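 active = activation above the mean of all tested compounds plus 3 SD, cutoff set per screening run, cut at about 20% in these data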;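 note: peak over basal fluorescence ratio from a 100 s FLIPR kinetic read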
Target sequence (P30559 whole entry, looked up): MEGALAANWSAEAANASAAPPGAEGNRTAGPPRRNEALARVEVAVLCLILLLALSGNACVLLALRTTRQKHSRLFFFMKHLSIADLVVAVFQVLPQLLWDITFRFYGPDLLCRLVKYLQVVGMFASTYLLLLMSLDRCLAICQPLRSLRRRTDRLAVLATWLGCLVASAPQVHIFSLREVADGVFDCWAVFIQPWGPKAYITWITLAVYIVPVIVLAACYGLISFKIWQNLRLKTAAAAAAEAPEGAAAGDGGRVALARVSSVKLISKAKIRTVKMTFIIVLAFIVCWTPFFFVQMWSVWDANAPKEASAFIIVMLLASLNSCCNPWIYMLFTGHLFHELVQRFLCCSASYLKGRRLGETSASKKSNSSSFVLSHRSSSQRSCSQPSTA
* hit, by the source's call.

| structure | OXTR ag |
| --- | --- |
| COC(=O)[C@@]12CCCN1[C@H](c1ccc(-c3ccc4c(c3)OCO4)c(OC)c1)[C@H]1C(=O)N(C)C(=O)[C@H]12 | 0.0 |
| CCCOc1ccc(C(=O)Nc2cc(S(=O)(=O)N3CCOCC3)ccc2N2CCOCC2)cc1 | -1.3 |
| Cc1cc(C(=O)OCC(=O)Nc2cccc(S(N)(=O)=O)c2)c(C)o1 | 0.1 |
| COc1cc(NC(=O)c2cc(-c3ccccc3)nc3c2cnn3C(C)C)cc(OC)c1OC | -1.0 |
| COc1ccc(S(=O)(=O)N2CCCC2CNC(=O)C(=O)NCc2ccccn2)cc1 (stereo not given) | 0.8 |
| CSCCC(NC(=O)c1ccco1)C(=O)NCCc1ccc(F)cc1 (stereo not given) | -0.6 |
| CC1Cc2ccccc2N1CC(=O)Nc1ccc2c(c1)OCCCO2 (stereo not given) | -1.7 |
| CCc1cccc(C)c1NC(=O)COC(=O)CC1CCCC1 | -1.7 |
| CC(C)(C)C(=O)Nc1ccc(C(=O)COC(=O)c2ccccn2)cc1 | 2.1 |
| CCN(CC(=O)Nc1ccccc1C(F)(F)F)C(=O)CCc1nc2sc3c(c2c(=O)[nH]1)CCCC3 | 0.0 |
| Cc1ccc(NC(=O)c2ccc(OCc3c(C)noc3C)cc2)nc1 | 2.1 |
| Cc1nc(Nc2nc3c(c(=O)[nH]2)CCC3)nc2ccccc12 | 2.3 |

The list goes on, starting with the last 2 of the part before.
| structure | OXTR ag |
| --- | --- |
| Cc1ccc(NC(=O)c2ccc(OCc3c(C)noc3C)cc2)nc1 | 2.1 |
| Cc1nc(Nc2nc3c(c(=O)[nH]2)CCC3)nc2ccccc12 | 2.3 |
| O=C1N[C@@H](Cc2ccccc2)COC(=O)[C@H](Cc2ccc(F)cc2)C/C=C\C[C@H]1CC(=O)N(CCO)Cc1ccccc1 | 0.6 |
| Cc1noc(C)c1NC(=O)N(C)C[C@@H]1Oc2ccc(NS(=O)(=O)c3c(C)noc3C)cc2C(=O)N([C@H](C)CO)C[C@H]1C | 0.8 |
| Cc1cc(C(=O)OCC(=O)NC2CC2)ccc1[N+](=O)[O-] | 0.2 |
| COc1cc(-c2nnc(COC(=O)CSCC(=O)Nc3cc(C)on3)o2)cc(OC)c1OC | -1.2 |
| CC1CCC(NC(=O)c2ccc(-n3cncn3)c([N+](=O)[O-])c2)CC1 (stereo not given) | -0.4 |
| COc1ccc(N2CCN(Cc3cc(=O)c(OCC(=O)Nc4ccccc4)co3)CC2)cc1 | 0.5 |
| COc1ccccc1NC(=O)C(C)OC(=O)c1cccc(-n2cnnn2)c1 (stereo not given) | 0.7 |
| CC(C)CN(C(=O)COC(=O)c1ccccn1)c1c(N)n(Cc2ccccc2)c(=O)[nH]c1=O | 0.7 |
| COc1cc2c(cc1OC)C(=O)N1[C@H]3c4ccccc4OC[C@@H]3[C@H](c3ccccc3)[C@]1(C)C(=O)N2 | 3.0 |
| Cc1ccc(NC(=O)Cc2n[nH]c(=O)c3ccccc23)cc1S(=O)(=O)N1CCCCCC1 | -1.5 |
| COc1ccccc1C(=O)NCCC(=O)NC(C)CCc1ccccc1 (stereo not given) | -1.8 |
| COc1ccc([C@@H]2CC=C(C(=O)O)CN2S(=O)(=O)c2ccc(C)cc2)cc1OC | -0.2 |

Arranged by length of the SMILES (high to low): part of the list above
| structure | OXTR ag |
| --- | --- |
| Cc1noc(C)c1NC(=O)N(C)C[C@@H]1Oc2ccc(NS(=O)(=O)c3c(C)noc3C)cc2C(=O)N([C@H](C)CO)C[C@H]1C | 0.8 |
| COc1cc(-c2nnc(COC(=O)CSCC(=O)Nc3cc(C)on3)o2)cc(OC)c1OC | -1.2 |
| COc1ccccc1NC(=O)C(C)OC(=O)c1cccc(-n2cnnn2)c1 (stereo not given) | 0.7 |

Next results
| structure | OXTR ag |
| --- | --- |
| Cc1noc(C)c1S(=O)(=O)N(C)C[C@H]1Oc2ccc(NC(=O)C3CCCCC3)cc2C(=O)N([C@H](C)CO)C[C@@H]1C | 0.3 |
| C[C@@H]1COC(=O)[C@@H](Cc2ccc(F)cc2)CC/C=C\C[C@@H](CC(=O)NCCO)C(=O)N1 | 0.5 |
| CCCN(CC(=O)Nc1cc(Cl)ccc1Cl)C(=O)c1ccccc1SCC(=O)N1CCCC1 | -1.1 |
| Cc1cc(Nc2ccccc2)nc(N2CCN(C(=O)c3ccc4c(c3)OCO4)CC2)n1 | -0.1 |
| COCCNC(=O)c1cc(-c2ccccc2C)n(CC2CC(c3cccc([N+](=O)[O-])c3)=NO2)n1 (stereo not given) | 9.9 |
| O=C(c1cccc(S(=O)(=O)N2CCOCC2)c1)N1CCC(Cc2ccccc2)CC1 | 3.0 |
| O=C(Nc1ccccc1N1CCOCC1)C1CCCO1 (stereo not given) | 2.3 |
| CCOc1ccc(CCNC(=O)COC(=O)c2nn(C)c(=O)c3ccccc23)cc1OCC | -2.0 |
| CN(C)CCCn1c2c(c(SCC(=O)Nc3cccc4ccccc34)nc1=O)CCC2 | 0.2 |
| CNC(=O)C(C)Sc1ccc(S(=O)(=O)N2CCOCC2)cn1 (stereo not given) | 1.0 |
| Cc1c(C(=O)NC2CCCC2)oc2ccccc12 | -2.1 |
| Cc1ccc(S(=O)(=O)N2CC(C(=O)O)=CC[C@H]2c2ccc3c(c2)OCO3)cc1 | 0.0 |

The listing continues.
| structure | OXTR ag |
| --- | --- |
| COc1ccc(CC(=O)N2CCN(S(=O)(=O)c3cc(Cl)ccc3Cl)CC2)cc1 | 0.4 |
| COc1ccc([N+](=O)[O-])cc1NC(=O)COC(=O)Cn1cnc2ccccc2c1=O | 0.8 |
| Cc1c(C(=O)N2CCN(S(=O)(=O)c3cc(F)ccc3F)CC2)oc2ccccc12 | -1.2 |
| COC(=O)c1sc(NC(=O)COc2cccnc2[N+](=O)[O-])c(C(=O)OC)c1C | 1.0 |
| Cc1ccc(C(=O)Nc2cc(C(F)(F)F)ccc2-n2cncn2)o1 | -1.3 |
| CC(C)(O)c1cc2ccc(C#CCCN3C(=O)c4ccccc4C3=O)cc2c(=O)o1 | 2.6 |
| Cc1cc(C)cc(OCC(=O)Nc2ccc(-n3cnnn3)cc2)c1 | -1.2 |
| O=C(COc1ncnc2ccc(Br)cc12)NC1CCCC1 | 1.1 |
| CC(=O)c1c(C)[nH]c(C(=O)N2CCN(S(=O)(=O)c3ccc(C)cc3C)CC2)c1C | 5.9 |
| COc1ccc(C(=O)Nc2nc(CC(=O)NCCc3ccccc3OC)cs2)cc1 | -1.9 |
| Cc1ccccc1-c1nc2c(s1)CCc1onc(-c3cccc([N+](=O)[O-])c3)c1-2 | -0.8 |
| O=C(COC(=O)CCc1nc2ccccc2c(=O)[nH]1)Nc1c(Cl)cccc1C(F)(F)F | -0.8 |

Later entries
Compound,OXTR ag
COc1cc(OCc2ccccc2)c(C(=O)/C=C/c2ccc3c(c2)OCO3)c(OC)c1OC,-0.3
O=C(Nc1cc(S(=O)(=O)N2CCOCC2)ccc1N1CCOCC1)c1ccccc1F,0.1
NCCc1ccn[nH]1,0.1
COc1ccc(C(=O)OCC(=O)c2ccc3[nH]c(=O)[nH]c3c2)c(OC)c1OC,0.6
CC(C)c1ccccc1N=C1SCCCN1C(=O)c1cccc(N2C(=O)CCC2=O)c1,0.7
CCOC(=O)c1ccc(NC(=O)COc2coc(CN3CCc4ccccc43)cc2=O)cc1,1.3
O=C(Nc1cc2c3c(c1)CC(=O)N3CCC2)c1ccc(Br)cc1,-1.1
CCCC(C)C1c2c(c(C)c(C)oc2=O)Oc2c(C)c(C)oc(=O)c21 (stereo not given),-1.3
CCCOc1ccc(-c2cc3onc(-c4ccccc4)c3c(=O)n2C)cc1,4.7
COc1ccccc1C(=O)Nc1ccc(S(=O)(=O)N2CCN(C)CC2)cc1,0.2
Cc1cc(C)c(S(=O)(=O)N2CCN(C(=O)CCOc3ccccc3C)CC2)c(C)c1,-0.8
CC(=O)Nc1ccc(S(=O)(=O)N[C@@H](C)C(=O)NC2CCCc3ccccc32)cc1 (stereo not given in full),-0.5
CC1CCCC(NC(=O)COC(=O)c2ccc(Cl)nc2)C1C (stereo not given),-0.5
O=C(N/N=C/c1ccoc1)c1cccc(OC(F)(F)C(F)F)c1,-1.4
Cc1ccn2c(=O)nc(SCC(=O)NC3CCCC3)nc2c1,0.5
CC1CC(NC(=O)c2c(O)nc3sccn3c2=O)CC(C)(C)C1 (stereo not given),-0.8
O=C(CN1C(=O)NC2(CCCCC2)C1=O)N1CCOCC1,1.0
COc1ccc(NC(=O)CN(C)C(=O)C2(c3ccccc3)CCCC2)cc1,-0.7
COc1ccc(C2=NOC(Cn3nc(C(=O)NCc4cccc(C(F)(F)F)c4)cc3-c3ccccc3)C2)cc1 (stereo not given),3.0
COC(=O)CCCCC(=O)OC,0.0
CCN1C(=O)NC(c2ccccc2)(c2ccccc2)C1=O,0.0
O=C(CSc1nnc(Nc2ccccc2F)s1)NC1CCCC1,-0.2
CC1CCCN(C(=O)c2ccc3c(c2)OCCO3)C1 (stereo not given),1.0
COCCN(C(=O)COC(=O)c1ccc(C)s1)c1c(N)n(Cc2ccccc2)c(=O)[nH]c1=O,0.2
CN(CC(=O)Nc1cccc(F)c1)C(=O)CCC1CCCCC1,-1.9

Going on with the list:
Compound,OXTR ag
CCCN(CC(=O)Nc1ccccc1C)C(=O)CCCOc1ccc(Br)cc1,1.7
O=C(NN1CCOCC1)c1cccc(Br)c1,0.8
COCCN(Cc1ccccc1)C(=O)c1ccc2c(c1)NC(=O)CS2,-0.5
COc1cc(C)c(C(=O)Oc2cc(C)c(C(=O)O)c(O)c2C)c(O)c1C(=O)O,0.2
CC1CN(S(=O)(=O)c2cccc(C(=O)Nc3cc(Cl)ccc3N3CCOCC3)c2)CC(C)O1 (stereo not given),-1.3
Cc1cccc(-n2c(C)nc3ccsc3c2=O)c1,-1.2
Cc1ccc(S(=O)(=O)N2CCN(C(=O)CCCOc3cccc(C)c3)CC2)cc1,0.6
Cc1c(Cl)cccc1NC(=O)CNC(=O)C1CC(=O)N(C2CCCC2)C1 (stereo not given),0.2
COc1ccc(NC(=O)CN(C)C(=O)CSc2ccc(Br)cc2)cc1,-0.3
COc1cc2ccccc2cc1C(=O)NC1CCC(C)CC1 (stereo not given),-2.1
Cc1ccc(S(=O)(=O)N(C)C)cc1NC(=O)CSc1ccc2c(c1)OCCO2,-1.2
O=C(NCC(c1ccco1)N1CCN(c2ccccc2F)CC1)c1ccc2c(c1)OCO2 (stereo not given),-0.7
COc1ccc(N(C)S(=O)(=O)c2cccc(C(=O)OC(C)C(=O)NC3CCCCC3C)c2)cc1 (stereo not given),-2.2
CC(C)[C@H](NS(=O)(=O)c1ccc(Cl)cc1)C(=O)OCC(=O)c1c(N)n(C)c(=O)n(C)c1=O,2.9
Cc1cccc(N(Cc2ccccc2)C(=O)c2ccc(C)c(S(=O)(=O)N3CCOCC3)c2)c1,-1.7
CN(C1CCCCC1)S(=O)(=O)c1ccc(=S)[nH]c1,-0.4
Cc1ccc(S(=O)(=O)N[C@H](C(=O)OCC(=O)NC(=O)C2CCCCC2)C(C)C)cc1,-0.7
O=C(CSc1nnc(-c2ccccc2F)n1C1CC1)NCc1ccco1,0.1
O=C(CSc1ccc2ccccc2n1)NCCCN1CCCC1=O,1.3
Cc1ccc(S(=O)(=O)N(C)C)cc1NC(=O)COC(=O)Cc1ccsc1,-0.2
CCCCn1c(N)c(N(CCOC)C(=O)COC(=O)COc2cc(C)c(Cl)cc2C(C)C)c(=O)[nH]c1=O,-1.5
Cc1ccccc1C(=O)N1CCC(C(=O)N2CCN(Cc3ccc4c(c3)OCO4)CC2)CC1,1.8
CC(C)(C)c1ccc(C(=O)NCCC(=O)NNC(=O)COc2ccccc2F)cc1,1.1
CN(CC(=O)Nc1ccccc1Cl)C(=O)COC(=O)C1CC1,0.6
O=C(O[C@@H]1[C@H](Cc2ccccc2)NS(=O)(=O)[C@H]2C[C@@H]3C=C[C@]12O3)c1ccccc1Br,0.7

Continuation:
Compound,OXTR ag
COc1ccc(-c2oc(=O)c3cc(OC)c(OC)cc3c2C(F)(F)F)cc1,0.7
CCN(CC(=O)NCc1cccs1)C(=O)Cc1ccc(C)c(C)c1,-0.3
NC(=O)C1CCN(C(=O)c2ccc(Cl)c(S(=O)(=O)N3CCCCCC3)c2)CC1,0.5
Cn1c(=N)n(CC(=O)c2ccc(Br)cc2)c2ccccc21,-2.2
CCOc1ccccc1OCCC(=O)NNC(=O)Cn1nc(C)cc1C,0.8
O=C(COc1coc(CN2CCN(Cc3ccccc3)CC2)cc1=O)Nc1ccccc1,-0.1
COc1ccc(SC[C@H](Cc2ccccc2)N2CC[C@@H](O)CCC2=O)cc1,1.0
CC1CC1C(=O)OCC(=O)Nc1ccc(S(=O)(=O)N2CCOCC2)cc1 (stereo not given),3.2
CC1(c2ccccc2)NC(=O)N(CC(=O)Nc2ccc(N3CCOCC3)cc2N2CCOCC2)C1=O (stereo not given),1.3
O=C(CCC(=O)c1cccs1)NNC(=O)c1ccc(Cl)cc1,0.5
COc1ccc(NC(=O)COC(=O)CN2C(=O)NC(C)(C)C2=O)cc1,0.7
COc1cc(/C=C/C(=O)OCC(=O)Nc2cc(S(=O)(=O)N3CCOCC3)ccc2Cl)cc(OC)c1OC,1.4
Cc1n[nH]c(C)c1S(=O)(=O)N(C)Cc1ccco1,1.8
CN(CC(=O)Nc1cccc(F)c1)C(=O)CSc1ccccc1,0.1
CCOC(=O)c1c(NC(=O)CSc2nccn2C)sc(C(=O)NC)c1C,-0.5
Cc1ccccc1NC(=O)C(C)OC(=O)CCC(=O)N(CC(C)C)c1c(N)n(CC(C)C)c(=O)[nH]c1=O (stereo not given),0.0
COc1ccccc1CNC(=O)CN1C(=O)N(C)C2(CCCCC2)C1=O,0.0
CC1CC(C)CN(S(=O)(=O)CCNC(=O)c2ccccc2)C1 (stereo not given),-0.2
O=C(CN1CCSC1=O)N1CCN(S(=O)(=O)c2ccc(Cl)cc2)CC1,0.2
Cc1cccc(NC(=O)COc2coc(CN3CCc4ccccc4C3)cc2=O)c1,0.1

Some of the entries so far, as labelled records.
COCCN(C(=O)COC(=O)c1ccc(C)s1)c1c(N)n(Cc2ccccc2)c(=O)[nH]c1=O
  OXTR ag: 0.2

CN(CC(=O)Nc1cccc(F)c1)C(=O)CCC1CCCCC1
  OXTR ag: -1.9

CCCN(CC(=O)Nc1ccccc1C)C(=O)CCCOc1ccc(Br)cc1
  OXTR ag: 1.7

O=C(NN1CCOCC1)c1cccc(Br)c1
  OXTR ag: 0.8

A portion of the library. The share of hits here may be higher or lower than overall.
